Plk1 PBD FP: Plk1 (human) PBD binding inhibition; P53350; Plk1 PBD phosphopeptide binding, fluorescence polarization; inhibition, %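 (tested at about 20 µM)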; hit rate 0.13% among 97,000; in the data active = inhibition above about 34%, passing the limit was not always enough
Target sequence (P53350 whole entry, looked up): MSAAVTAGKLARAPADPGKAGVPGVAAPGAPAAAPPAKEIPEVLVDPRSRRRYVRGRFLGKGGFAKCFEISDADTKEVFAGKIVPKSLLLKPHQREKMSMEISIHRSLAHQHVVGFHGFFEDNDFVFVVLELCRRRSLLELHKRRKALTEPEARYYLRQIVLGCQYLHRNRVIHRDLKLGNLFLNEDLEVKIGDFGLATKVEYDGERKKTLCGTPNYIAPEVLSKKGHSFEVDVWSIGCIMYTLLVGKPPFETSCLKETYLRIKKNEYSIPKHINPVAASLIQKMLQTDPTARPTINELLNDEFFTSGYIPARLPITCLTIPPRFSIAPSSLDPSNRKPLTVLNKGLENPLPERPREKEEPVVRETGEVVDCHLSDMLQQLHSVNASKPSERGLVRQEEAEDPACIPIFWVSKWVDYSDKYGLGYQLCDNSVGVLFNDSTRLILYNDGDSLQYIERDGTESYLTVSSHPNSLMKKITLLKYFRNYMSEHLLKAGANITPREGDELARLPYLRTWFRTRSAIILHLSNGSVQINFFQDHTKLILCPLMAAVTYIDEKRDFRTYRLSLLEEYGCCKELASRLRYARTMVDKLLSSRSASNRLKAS
CYP2C9 act: activators of human CYP2C9; P11712; recombinant CYP2C9, luciferin-H conversion, luminescence; hits give high values; factor 1 = untreated enzyme, 0 = blocked; activation factor at 5 µM; hit rate 1.4% among 96,000; AID 1024;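 active = activation factor of 2 or more for CYP2C9 at a 5 µM dose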;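 also: 0 = sulfaphenazole-blocked wells and 1 = vehicle-only wells; values of inactives mirror those of a sister screen read the other way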
EphB4 ephrin blk: EphB4-ephrin-B2 interaction antagonism. P54760. EphB4 LBD / TNYL-RAW-Alexa532 peptide, fluorescence polarization. inhibition, % at 7 µM. hit rate 0.15% among 97,000;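 active = inhibition above the screen-wide mean inhibition plus 3 SD, cut at about 15% in these data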;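 also: 0% = DMSO wells and 100% = excess unlabeled TNYL-RAW peptide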
CYP2C19 act: increases human CYP2C19 enzyme activity. P33261. recombinant CYP2C19, luciferin-H EGE luminescence; hits give high values; 0 = fully inhibited enzyme, 1 = untreated enzyme. activation factor at 5 µM. 96,000 tested, under 10 active. AID 1025;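 active = activation factor of at least 2 at 5 µM in the primary screen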;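 also: 0 = wells with 2.5 mM tranylcypromine and 1 = vehicle-only wells; values of inactives mirror those of a sister screen read the other way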
CYP2C9 inhib: human CYP2C9 inhibition; AID 777; inhibition, % at 5 µM; hit rate 20% among 96,000; CYP2C9 Supersomes, luciferin-H conversion, luminescence; P11712;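 active = blocking of liver enzyme CYP2C9 beyond about 50% at 5 µM, limit read from the data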; also: values of inactives mirror those of a sister screen read the other way
PLAP act: human PLAP activation | purified PLAP enzyme, luminescent substrate read-out; hits give high values | activation fold at 20 µM | hit rate 1.2% among 96,000; in the data active = activation fold above about 2
Target sequence (P05187 whole entry, looked up): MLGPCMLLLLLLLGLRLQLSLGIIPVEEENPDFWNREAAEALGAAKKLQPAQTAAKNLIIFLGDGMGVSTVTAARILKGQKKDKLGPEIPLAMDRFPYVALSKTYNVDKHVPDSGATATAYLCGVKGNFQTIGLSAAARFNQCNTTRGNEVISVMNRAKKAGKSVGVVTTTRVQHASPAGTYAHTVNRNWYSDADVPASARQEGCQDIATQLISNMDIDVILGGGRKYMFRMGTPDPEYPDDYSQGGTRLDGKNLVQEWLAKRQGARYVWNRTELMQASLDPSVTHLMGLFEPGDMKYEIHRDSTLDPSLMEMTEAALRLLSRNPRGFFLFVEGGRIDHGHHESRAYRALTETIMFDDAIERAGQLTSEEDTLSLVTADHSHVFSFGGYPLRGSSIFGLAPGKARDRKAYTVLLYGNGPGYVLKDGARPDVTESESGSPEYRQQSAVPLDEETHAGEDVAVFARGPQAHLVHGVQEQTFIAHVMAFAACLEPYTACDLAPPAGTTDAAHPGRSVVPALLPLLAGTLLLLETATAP
Rev-RRE block: HIV Rev-RRE protein-RNA interaction inhibition; P05866; Rev peptide-RRE RNA binding, FRET; inhibition, % at 8 µM; hit rate 0.79% among 97,000; AID 704;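 active = inhibition above the screen-wide mean plus 3 SD, cut at about 35% in these data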;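 also: 0% = median DMSO wells and 100% = median Neomycin B control wells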
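Test system – labelled RRE RNA duplex and labelled Rev peptide · Signal – fluorescein-to-Cy5 FRET, 480 nm excitation · Evaluation – % inhibition of FRET ratio versus controls · Benchmarks – DMSO low control, neomycin B high control · Incubation – 5 min RNA-compound premix plus 15 min binding step, 25 °C · Medium – HEPES pH 7.5 salt buffer with EDTA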
CYP2C19 inhib: inhibitors of human CYP2C19; P33261; CYP2C19 Supersomes, luciferin-H EGE luminescence, 30 min; inhibition, % at 5 µM; hit rate 21% among 96,000; AID 778;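 active = CYP2C19 inhibition above a set limit at 5 µM in the primary screen, cut at about 50% in these data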;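 also: plate controls were negative control wells for no effect and 2.5 mM tranylcypromine positive control for full effect; values of inactives mirror those of a sister screen read the other way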
PLK1 kinase inh: inhibitors of human PLK1 kinase | P53350 | recombinant PLK1 kinase, TR-FRET peptide phosphorylation | inhibition, % at 10 µM | AID 619 | hit rate 0.53% among 97,000;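 active = inhibition of 50% or more in the single-concentration screen; inactive = inhibition below 50%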;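 also: 0% = DMSO max control and 100% = H-89 dihydrochloride min control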
* hit, by the source's call; x = no result given. Not a hit list; about 29% have a hit in one of these screens.

SMILES	Plk1 PBD FP	CYP2C9 act	EphB4 ephrin blk	CYP2C19 act	CYP2C9 inhib	PLAP act	Rev-RRE block	CYP2C19 inhib	PLK1 kinase inh
Cc1ccc(-c2csc(NC(=S)NC(=O)/C=C/c3ccco3)n2)cc1	-7	0.9	-4	0.8	7	0.9	0	22	-9
Cc1ccc(C)c(SCc2noc(C(=O)NCC3CCCO3)c2C(=O)O)c1 (stereo unspecified)	21	0.9	5	0.8	13	1.1	1	16	-10
COc1cccc(N2C(=O)N(c3ccccc3)C3CS(=O)(=O)CC32)c1 (stereo unspecified)	5	0.9	6	0.8	9	1	6	22	-3
Cn1c(=O)c(C(=O)CN2CCOCC2)c(N)n(Cc2ccccc2)c1=O	-15	1.1	-2	1.1	-10	1.2	1	-6	-1
CCC(C)C1C(C#N)=C(N)OC2=C1C(=O)CC(C)(C)C2 (stereo unspecified)	1	x	-3	x	x	x	5	x	1
Cc1ccc2c(c1)C(c1ccccc1)N(C(=O)C(C)C)CC(=O)N2 (stereo unspecified)	-17	0.7	-3	0.9	34	0.9	-1	6	71*
CCOC(=O)C1CCCN(C(=O)c2cc(Cl)ccc2Cl)C1 (stereo unspecified)	-18	0.1	-1	0	94*	0.8	2	97*	-10
CCCc1nc2oc3c(NCCN(C)C)ncnc3c2c2c1CCCC2	-8	0.9	4	0.9	9	1.7	17	11	14
Cc1ccc2[nH]c3c(c2c1)CN(C(=O)CN1CC(C)OC(C)C1)CC3 (stereo unspecified)	-12	0.6	1	0.3	35	1.6	61*	71*	-13
CCn1ncc(C2=NOC(C(=O)NCCc3ccccc3)C2)c1C (stereo unspecified)	1	1	4	1	-4	0.7	7	0	-15
Cc1ccc(-c2csc(NC(=O)c3cccc(N4C(=O)CCC4=O)c3)n2)o1	9	x	1	x	x	x	3	x	67*
O=S(=O)(Nc1ccc(-c2csc(-c3ccccc3)n2)cc1)c1ccc(F)cc1	-8	0	-3	0.9	97*	1.2	9	8	12
Cn1c(=O)n(CCN2CCOCC2)c(=O)c2c1nc1n2CCCN1c1ccccc1	x	0.8	x	0.9	24	1.5	x	11	x
CCOC(=O)c1nnn(-c2nonc2N)c1COc1c(C=O)cccc1OC	-6	0.3	-5	0.9	71*	1.1	0	14	-7
COc1cccc(NC(=O)N[C@@H](Cc2ccccc2)C(=O)O)c1	18	0.9	-1	0.9	6	1.3	17	5	9
CCOc1cccc(-c2nc3cc(C)ccc3o2)c1	-2	0.8	4	0.5	19	1	7	48	-11
COc1ccc(OC)c(C(=O)CSc2nnc(-c3cccs3)n2C)c1	21	0.7	4	0	32	0.9	4	97*	-17
CCC(C)Nc1nc(OC)nc(N(C)C#N)n1 (stereo unspecified)	-20	1.1	-2	0.9	-10	1	3	6	2
CCN(CC)P(=O)(C(NC(=O)OC)C(F)(F)C(F)(F)C(F)(F)C(F)F)N(CC)CC (stereo unspecified)	17	0.8	6	0.9	21	1.4	-4	10	-3
CCOC(=O)c1c(C)nc2c3ccccc3ccn12	-8	0.8	-7	0.8	20	1.6	6	25	-20
Cc1nnc(SCC(=O)Nc2ccc3c(c2)OCO3)o1	23	1.1	-4	1	-10	0.9	1	1	-5
O=C(Nc1ccc(F)cc1)N1CCN(C/C=C/c2ccccc2)CC1	-2	0.5	5	0.6	51*	1.4	8	42	-8
O=C1C2C(C(=O)N1/N=C/c1cc(Br)cc([N+](=O)[O-])c1O)C1C=CC2C12CC2 (stereo unspecified)	0	0.9	-9	0.8	8	1	4	24	-19
O=c1c2ccccc2nc(-c2ccco2)n1Cc1ccccc1	-13	0.8	4	0.7	23	1	6	30	-6
CC(=O)Nc1ccc(OCC=C(Cl)Cl)cc1	8	0.8	16*	0.8	18	1	11	24	-11
COc1cc(C2C(C(C)=O)=C(C)Nc3ncnn32)ccc1O (stereo unspecified)	-20	1.1	2	1.1	-6	1.1	3	-14	8
Cc1cccc(NCc2ccccc2O)c1	19	0.5	-4	0.1	51*	1	-1	92*	11
CCOC(=O)C1CCN(c2c(NCCCN(CC)c3ccccc3)c(=O)c2=O)CC1	15	1.1	0	0.6	-5	1.3	-4	45	3
Cc1cc(NC(=O)CCC(=O)N(c2ccccc2)C2(C(=O)NC3CCCCC3)CCCC2)no1	19	0.8	-4	0.9	24	1.7	0	14	-9
Cc1ccc2cc(CN(CCN3CCCC3)C(=O)Nc3ccc(F)cc3)c(=O)[nH]c2c1C	-19	0.9	-2	1	6	1.5	1	-4	-9
CC1=CC(c2ccccc2)n2nc(N3C(=O)C4CC=CCC4C3=O)nc2N1 (stereo unspecified)	-12	0.9	2	1	10	1.1	1	1	-7
COCCn1c(=NC(=O)CSC(C)=O)sc2cc(OC)ccc21	x	0.6	x	0.9	44	0.9	x	8	x
CC(=NCc1ccco1)c1c(C(F)(F)F)[nH]n(-c2nc3ccccc3s2)c1=O	10	0.4	14	0.7	64*	0.9	13	28	-4
CCN(CC)Cc1c(CC(C)C)oc(C)c1C(=O)O	7	1.2	-7	1.1	-16	0.9	6	-9	-2
O=C(NCc1ccccc1F)C1CCCN1C(=O)NC1CCCCC1 (stereo unspecified)	13	x	-3	x	x	x	-3	x	-15
CCN(CC)C(=O)c1sc(NC(=O)Cc2cccs2)c(C#N)c1C	-4	0.6	-2	0.7	43	1.1	3	33	-13
COc1ccc(NC(=O)CCSc2cc(C)c3ccccc3n2)cc1	-5	1.4	4	0.5	-43	1	15	46	-8
CCOC(=O)c1sc(N(C)C(C)=O)nc1C	-9	1.1	-5	1	-10	1.1	1	0	-7
COc1ccc(OC)c(C(=O)c2coc3ccc(O)c(CN4CCOCC4)c23)c1	10	0.8	3	0.5	22	1.2	4	52*	-10
C=CCOc1c2ccc(C(=O)NCc3ccc(OC)cc3)cc2nn1C	18	0.9	1	0.9	6	1.1	2	10	-14
N#Cc1c(-c2ccc(Cl)cc2Cl)nc2n(c1=O)CCS2	21	0.4	-4	0.1	62*	1.5	13	93*	-36
CCOc1cc2c(cc1C(C)(C)C)NC(=O)CS2	-9	1.1	-3	1	-10	1	8	-1	-6
COc1cc2[nH]c(=O)n(CCC(=O)N3CCc4ccccc4C3)c(=O)c2cc1OC	-14	0.9	2	0.9	14	1.3	6	14	-10
CCN(CC)C(=O)CN(C#N)c1nc(OC)nc(N(C)C)n1	x	1.2	x	1.1	-16	1.1	x	-7	x
CN(C)c1ccc(C2OC(=O)C3(CCCC3)C(=O)C2(C)C)cc1 (stereo unspecified)	-5	1.1	1	0.8	-8	1.1	2	16	-12
Cn1c(COc2ccccc2)nnc1SCc1cc(=O)[nH]c2ccccc12	-22	0.2	-3	0.3	77*	1.3	5	72*	24
O=C(OCn1nnc2ccccc2c1=O)c1ccc(S(=O)(=O)N2CCOCC2)cc1	-9	0.9	1	1.2	9	1	6	-15	-33
O=C(NCc1ccc2c(c1)OCO2)c1cccc(F)c1	16	0.3	-7	0	66*	0.6	7	99*	-15
COC(=O)C1=C(C)N=C2SC(C#N)=C(N)N2C1c1ccc(OCc2ccccc2)cc1 (stereo unspecified)	4	0.3	-2	0.7	69*	1	6	32	-22
CCN(CC)c1ccc(NC(=O)c2cccc(F)c2)c(C)c1	-21	1.9	4	1	-92	1	-1	4	-4
O=C(O)c1cccc(C(=O)Nc2cccc(NC(=O)C3CCCO3)c2)c1 (stereo unspecified)	x	0.7	x	0.4	29	1.1	x	62*	x
COC(=O)C1C(c2ccccc2)C(C(=O)N2CCN(C)CC2)C1c1ccccc1 (stereo unspecified)	12	1	5	0.8	-3	1.7	-5	19	-3
CCCNC(=O)c1nc2ncc(Br)cn2n1	26	1	0	1	-2	1	6	-3	-10
N/C(=N\OC(=O)c1ccccc1Cl)c1cccnc1	21	x	3	x	x	x	1	x	-18
O=C1c2ccccc2C(=O)N1n1c(=O)[nH]c2ccccc2c1=O	13	0.9	3	0.9	6	1	5	6	-6
CCCC(=O)NC(Nc1ccc(S(=O)(=O)Nc2cc(C)on2)cc1)(C(=O)OCC)C(F)(F)F (stereo unspecified)	3	0.9	-7	0.9	10	1.2	3	6	-10
O=C(Nc1ccc(S(=O)(=O)N2CCc3ccccc3C2)cc1)c1ccccc1	21	1	2	1	1	0.8	4	0	-9
Cc1ccc2c(c1)NC(=O)C(CC(=O)NCCCN1CCN(c3cc(Cl)ccc3C)CC1)O2 (stereo unspecified)	x	1.4	x	1	-36	1.6	x	3	x
Cc1ccc(CNC(=O)C2CCCN(S(=O)(=O)c3cnc[nH]3)C2)cc1 (stereo unspecified)	-8	0.3	7	0	67*	1.2	8	96*	6
CC(C)CCOc1ccc(C(=O)CCNC(C)C(=O)O)cc1 (stereo unspecified)	x	0.9	x	0.9	9	0.9	x	6	x

Rev-RRE block: entries above that show a hit.
SMILES	Plk1 PBD FP	CYP2C9 act	EphB4 ephrin blk	CYP2C19 act	CYP2C9 inhib	PLAP act	Rev-RRE block	CYP2C19 inhib	PLK1 kinase inh
Cc1ccc2[nH]c3c(c2c1)CN(C(=O)CN1CC(C)OC(C)C1)CC3 (stereo unspecified)	-12	0.6	1	0.3	35	1.6	61*	71*	-13

Other structures:
SMILES	Plk1 PBD FP	CYP2C9 act	EphB4 ephrin blk	CYP2C19 act	CYP2C9 inhib	PLAP act	Rev-RRE block	CYP2C19 inhib	PLK1 kinase inh
COC(=O)Cn1c2[n+](c3ccccc31)CC(O)CS2 (stereo unspecified)	9	x	-2	x	x	x	0	x	-5
CCOC(=O)Nc1sc2c(c1C#N)CCCC2	2	0.5	0	0.6	49	1.1	-1	43	0
CN(C)S(=O)(=O)c1ccc(C(=O)Nc2ccc(CCC(=O)N3CCCC3)cc2)cc1	-21	0.4	0	0.8	59*	1.4	12	16	-14
O=C(OCC(=O)N1CCN(C(=O)c2ccco2)CC1)c1ccccc1OCc1ccccc1	-6	0.1	1	0.4	87*	1.6	5	64*	-7
CCCCOCCCNS(=O)(=O)c1ccccc1	3	0.9	-1	0.6	13	1	0	44	-6
COc1ccc(-c2nnc(SC3CCOC3=O)n2C2CCCCC2)cc1OC (stereo unspecified)	15	0.8	2	0.8	24	1.4	6	24	-1
CCOc1ccc(N2CC(C(=O)Nc3ncccc3C)CC2=O)cc1 (stereo unspecified)	-4	0.8	7	1.1	24	1	-1	-6	-4
C=CCn1c(Cc2cccs2)nnc1SCC(=O)Nc1cccc(OC)c1	11	0.7	-3	0.6	31	0.7	8	44	4
COc1ccc(CCNS(=O)(=O)c2ccc(S(=O)(=O)N3CCCC3)cc2)cc1OC	0	0.4	-4	0.6	57*	1	4	36	1
Cc1nc(-c2ccc3c(c2)OCO3)cs1	3	1.1	-3	0.8	-11	0.8	8	18	-10
COc1cccc(-n2c(Cc3cc(=O)[nH]c(=O)[nH]3)nnc2SC(C)C)c1	-2	1.1	-6	0.7	-13	1.4	1	29	62*
C=CCOC(=O)C1=C(C)NC(SCC(=O)Nc2ccccc2)=C(C#N)C1c1ccco1 (stereo unspecified)	-24	0.3	2	0.4	72*	1.1	7	60*	-9
CCCOc1ccc(N2C(=O)CC(N(CCC)C(=O)CCC(=O)O)C2=O)cc1 (stereo unspecified)	x	1.2	x	1.1	-16	1.6	x	-9	x

Single records, as listed above. Order of screens: Plk1 PBD FP | CYP2C9 act | EphB4 ephrin blk | CYP2C19 act | CYP2C9 inhib | PLAP act | Rev-RRE block | CYP2C19 inhib | PLK1 kinase inh
CCOC(=O)Nc1sc2c(c1C#N)CCCC2 is listed with 2 | 0.5 | 0 | 0.6 | 49 | 1.1 | -1 | 43 | 0
COc1ccc(-c2nnc(SC3CCOC3=O)n2C2CCCCC2)cc1OC (stereo unspecified) is listed with 15 | 0.8 | 2 | 0.8 | 24 | 1.4 | 6 | 24 | -1
COc1cccc(-n2c(Cc3cc(=O)[nH]c(=O)[nH]3)nnc2SC(C)C)c1 is listed with -2 | 1.1 | -6 | 0.7 | -13 | 1.4 | 1 | 29 | 62*

Screening data from PubChem.
